# Cardiac RTF inh: cardiac RTF calcium sensitivity inhibitors, primary screen, biochemical, IANBD-TnC fluorescence, EC70 calcium; Troponin I, cardiac muscle (Homo sapiens) + Troponin T, cardiac muscle (Homo sapiens) + …; IANBD-labeled cardiac RTF, Ca2+ fluorescence; inhibition, % at 7.15 µM; 340,000 tested, 0.12% active; AID 493244, 2011;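 active = inhibition above the mean inhibition of all tested compounds plus 3 SD, cut at about 17% in these data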;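 also: assay run at fixed EC70 calcium of 1.6 mM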
# V-ATPase pHluor: regulators of yeast V-ATPase proton pumping, primary screen, pHLuorin cytosolic pH fluorescence. S. cerevisiae. response, % at 10 µM. 350,000 tested, 0.37% active. AID 504577, 2011; in the data active = response mostly above about 7.3%, no sharp cut-off; inactive = mostly below about 5.4%; also: actives read high; inactives centre near 0; some compounds called inactive have numbers as strong as hits
# CAL PDZ FP-1: untagged CAL PDZ binding inhibitors, primary screen, biochemical, fluorescence polarization, HTS. Golgi-associated PDZ and coiled-coil motif-containing protein (Homo sapiens), Q9HD26. purified CAL PDZ, TMR-peptide fluorescence polarization, 1 h. inhibition, % at 24.9 µM. 300,000 tested, 0.92% active. AID 602252, 2012;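 active = mean inhibition of at least 30% with at least half of replicates also reaching 30%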;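 also: 0% = DMSO neutral control and 100% = excess unlabeled competitor peptide PRC23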
# Arrestin-AP2 inh: inhibitors of beta-arrestin/AP2 binding, primary screen, biochemical, GPCR trafficking, flow cytometry. beta-arrestin 1 C-terminal peptide binding to AP2 beta2-adaptin appendage (human). FITC-arrestin peptide / GST-AP2 beads; AP2 beta2 appendage carries R879A mutation. 340,000 tested, 0.31% active. inhibition, % at 10 µM;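 active = inhibition above a set limit, near 3 SD of compounds lacking own fluorescence, cut at about 54% in these data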;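 also: plate controls were DMSO wells for no effect and 5 µM unlabelled arrestin peptide for full effect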
#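 System: GST-AP2 R879A glutathione beads. Medium: PBS with 0.05% Tween 20 and 0.1% BSA. Also added: FITC-arrestin peptide, 50 nM. Incubation: 12 min plus 1 h, RT. Measured by: high-throughput flow cytometry of beads, ex 488, em 535 nm. Evaluation: percent drop in bead-associated FITC signal.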
# Keap1-Nrf2 PPI: Keap1-Nrf2 protein-protein interaction inhibitors, primary screen, biochemical, fluorescence polarization, single point. 340,000 tested, 0.15% active. Keap1 Kelch-Nrf2 peptide fluorescence polarization, 1536-well. inhibition, % at 9.4 µM. Kelch-like ECH-associated protein 1 (Homo sapiens), Q14145. AID 504523, 2011; in the data active = inhibition above about 12%;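 also: human Keap1 Kelch domain with fluorescein labeled Nrf2 9mer peptide probe; 0% = neutral control wells and 100% = peptide positive control; higher means more block of Keap1 binding to Nrf2 peptide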
# LANA DNA inh: inhibitors of KSHV C-LANA binding to DNA, primary screen, biochemical, fluorescence polarization, FAM-LBS DNA, MBP-C-LANA, single point | AID 504423, 2011 | 340,000 tested, 0.078% active | Kaposi's sarcoma herpesvirus LANA C-terminal domain (residues 932-1162) DNA binding | inhibition, % at 9 µM;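 active = highest replicate inhibition at or above 60% at 9 µM, even if other replicates fall short; inactive = all replicates below 60% inhibition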;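 also: 0% = neutral control wells and 100% = 4 µM acridine orange control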
# Pemphigus Ab inh: inhibitors of pemphigus antibody binding to DSG3, primary screen, biochemical, bead-based, flow cytometry, scFv-GFP; Desmoglein-3 (Homo sapiens), P32926; AID 588358, 2011; 310,000 tested, 0.48% active; DSG3-coupled beads, scFv-anti-DSG3-GFP binding; active compounds read low; binding (percent of control), % at 10 µM;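 active = binding more than 3 SD below its plate's average and above zero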;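 also: hits lower antibody fragment binding to DSG3; some compounds called inactive have numbers as strong as hits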
# Target sequence (P32926 whole entry, looked up, the tested form may be a part): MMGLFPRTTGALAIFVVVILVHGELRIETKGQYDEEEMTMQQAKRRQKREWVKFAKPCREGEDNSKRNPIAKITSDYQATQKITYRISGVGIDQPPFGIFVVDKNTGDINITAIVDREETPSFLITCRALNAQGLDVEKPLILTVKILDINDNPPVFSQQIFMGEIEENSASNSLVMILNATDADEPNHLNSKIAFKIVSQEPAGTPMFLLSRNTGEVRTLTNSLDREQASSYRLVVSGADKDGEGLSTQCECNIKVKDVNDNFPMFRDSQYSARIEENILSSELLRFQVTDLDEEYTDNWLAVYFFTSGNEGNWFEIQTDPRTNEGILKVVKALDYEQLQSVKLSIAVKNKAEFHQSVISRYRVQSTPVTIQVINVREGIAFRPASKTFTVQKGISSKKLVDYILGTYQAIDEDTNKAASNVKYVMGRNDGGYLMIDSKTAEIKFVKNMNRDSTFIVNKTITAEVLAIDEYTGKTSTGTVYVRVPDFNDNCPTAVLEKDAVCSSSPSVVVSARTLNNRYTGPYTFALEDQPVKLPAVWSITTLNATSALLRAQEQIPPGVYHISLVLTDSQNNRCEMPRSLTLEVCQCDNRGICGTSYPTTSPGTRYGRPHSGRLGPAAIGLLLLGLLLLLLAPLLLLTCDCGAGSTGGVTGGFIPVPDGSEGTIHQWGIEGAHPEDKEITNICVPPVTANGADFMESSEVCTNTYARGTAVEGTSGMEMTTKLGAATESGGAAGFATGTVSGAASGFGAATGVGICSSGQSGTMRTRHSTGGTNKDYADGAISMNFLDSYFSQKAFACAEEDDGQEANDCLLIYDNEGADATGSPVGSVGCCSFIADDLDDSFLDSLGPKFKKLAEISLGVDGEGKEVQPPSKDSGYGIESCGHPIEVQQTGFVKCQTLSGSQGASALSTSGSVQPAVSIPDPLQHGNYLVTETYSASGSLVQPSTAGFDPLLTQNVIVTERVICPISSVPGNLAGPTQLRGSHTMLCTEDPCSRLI
# DAGLB inhibitor: DAGLB lipase inhibitors, primary screen, biochemical, fluorescence, HTS. Diacylglycerol lipase-beta (Homo sapiens), Q8NCG7. HEK293T DAGLB membrane lysate, EnzChek fluorogenic substrate. inhibition, % at 5.17 µM. 340,000 tested, 0.059% active. AID 504411, 2011; in the data active = inhibition above about 34%;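 also: 0% = enzyme with vehicle and 100% = wells lacking enzyme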
# CAL PDZ FP-2: CAL PDZ peptide-binding inhibitors, primary screen, biochemical, fluorescence polarization, Cer-tagged CAL PDZ, HTS | 330,000 tested, 0.02% active | purified CAL PDZ, TMR-peptide fluorescence polarization, 1 h | Golgi-associated PDZ and coiled-coil motif-containing protein (Homo sapiens), Q9HD26 | inhibition, % at 20 µM | AID 504414, 2011;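 active = highest replicate inhibition of at least 40%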;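 also: plate controls were DMSO neutral control wells for no effect and unlabeled competitor peptide control wells for full effect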
#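 Test system: tagged CAL PDZ domain / Buffer or medium: sodium phosphate/NaCl buffer pH 7.4 with TCEP, IgG, Thesit / Reagent: TMR-labelled reporter peptide T*-PRC34 bound in PDZ groove / Compound dosing: single point, 20 µM / Schedule: 1 h incubation at room temperature before polarization reading / Technique: fluorescence polarization (mP) / Benchmarks: unlabelled peptide, DMSO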
# NSD2 inh: NSD2 histone methyltransferase inhibitors, primary screen, biochemical, AlphaScreen, single concentration, set 2 | NSD2 peptide methylation, 120 min | inhibition, % at 12.5 µM | 310,000 tested, 0.54% active; in the data active = inhibition above about 50%
# * = called active by the depositor; . = no result given. An excerpt; count on the stated rates, not on these rows.
# Order of values – Cardiac RTF inh	V-ATPase pHluor	CAL PDZ FP-1	Arrestin-AP2 inh	Keap1-Nrf2 PPI	LANA DNA inh	Pemphigus Ab inh	DAGLB inhibitor	CAL PDZ FP-2	NSD2 inh
CCn1c(C)[n+](CC(O)COCC2CC=CCC2)c2ccccc21 (centres undefined)
    -1	2	-2	-29	-1	0.8	105	0	-2.0	1
Cc1c(C(=O)N2CCCC2)sc(NC(=O)c2cccs2)c1C#N
    -10	0	-2	-2	0	-1.6	122	-1	-0.3	1
Cc1cc(=O)oc2c(CN3CC(C)OC(C)C3)c(O)c(Cl)cc12 (centres undefined)
    -7	0	-5	-5	1	5.0	106	-1	0.1	17
Cc1ccc(C)c(-c2csc(Nc3ncccn3)n2)c1
    5	4	-2	-18	-3	0.3	111	1	-0.2	1
O=C(NCCc1ccccn1)c1cccnc1Oc1ccc(Cl)cc1
    1	1	1	-1	-3	0.1	.	-2	0.0	2
COc1cc(-c2c(C#N)c(N)nc3c2c(C)nn3-c2ccc(C)c(C)c2)cc(OC)c1OC
    1	3	1	14	-6	-1.8	124	-2	-1.2	10
CC(=O)c1cccc(NC(=O)NN2CCN(C)CC2)c1
    -2	3	2	34	-5	0.2	102	1	-0.1	0
COCCSc1nc2c(c(=O)[nH]c(=O)n2C)n1Cc1cccc(C)c1
    -1	-2	.	-1	-2	-0.5	105	4	-2.0	.
Cc1cccn2c(=O)nc(SCC(=O)N3CCC(Cc4ccccc4)CC3)nc12
    -3	4	-3	2	-5	-2.4	104	-2	-5.0	0
O=C(NCc1ccccc1CN1CCCC1)c1ccc(S(=O)(=O)Nc2ccccc2F)cc1
    .	0	.	.	.	.	96	-1	.	-4

# Next section:
# Order of values – Cardiac RTF inh	V-ATPase pHluor	CAL PDZ FP-1	Arrestin-AP2 inh	Keap1-Nrf2 PPI	LANA DNA inh	Pemphigus Ab inh	DAGLB inhibitor	CAL PDZ FP-2	NSD2 inh
Cc1cc(SC(C)C(=O)Nc2ncc(Cl)cc2Cl)nc2ccccc12 (centres undefined)
    6	-2	1	20	3	1.4	101	1	0.3	-3
COCCNC(=O)COc1cc(=O)n(C)c2ccccc12
    4	0	2	21	-2	0.0	102	-3	-1.1	-3
CCc1ccc(NC(=O)CS(=O)CC(=O)NCCCc2ccccc2)cc1 (centres undefined)
    4	3	-4	2	-5	0.0	104	0	0.0	19
CCC(=O)Nc1ccc(C(=O)COC(=O)Cc2ccsc2)cc1
    -4	-1	4	-5	-7	1.2	105	1	-0.2	.
CN1C(=O)c2ccc(C(=O)NCc3ccco3)cc2C1=O
    -2	-2	-3	-8	2	1.7	105	2	-1.0	-4
CC(C)Cc1ccc(C(=O)NCc2ccc3c(c2)OCO3)o1
    -3	-4	-3	4	-3	2.7	115	-1	-0.3	4
OC1CCN(c2ncnc3c2nnn3Cc2c(F)cccc2Cl)CC1
    -18	2	-7	5	4	0.7	111	2	-2.3	1
Cn1ncc(Cl)c1C(=O)N1CCN(S(=O)(=O)c2cccs2)CC1
    0	2	0	0	-2	1.2	.	0	-2.2	-3
Cc1[nH]ncc1N=Cc1ccc([N+](=O)[O-])cc1
    -10	1	2	-9	-5	0.1	102	0	-2.5	2
Cc1ccc(N2N=C(c3ccc(Br)cc3)CCC2=O)cc1
    -1	2	-1	1	2	4.1	.	-6	-0.8	-4

# Other records follow:
# Order of values – Cardiac RTF inh	V-ATPase pHluor	CAL PDZ FP-1	Arrestin-AP2 inh	Keap1-Nrf2 PPI	LANA DNA inh	Pemphigus Ab inh	DAGLB inhibitor	CAL PDZ FP-2	NSD2 inh
CC(=O)Nc1cccc(NC(=O)Nc2ccc(F)cc2F)c1
    0	-2	-1	2	-2	-0.6	106	-3	-0.7	1
CCOC(=O)C1CCCN(CCC(=O)Nc2cc(OC)ccc2OC)C1 (centres undefined)
    -2	-7	2	0	-6	-2.5	112	-1	-0.2	-1
CN(Cc1ccc(OCC(O)CN2CCCCC2)cc1)Cc1ccnc2ccccc12 (centres undefined)
    -4	0	.	27	-3	0.5	.	1	-0.5	15
COc1cccc(C(C(=O)NCc2ccccc2)N(C(=O)c2csnn2)C2CC2)c1 (centres undefined)
    -2	1	-1	-9	3	-0.4	102	1	-1.4	.
O=C(N=Nc1c(O)n(C2OC(=O)c3ccccc32)c2ccccc12)c1ccc(O)cc1 (centres undefined)
    1	-1	-3	4	-4	0.8	.	-1	-2.3	2
Cc1nn(C)c(Oc2ccccc2)c1CCNS(=O)(=O)c1ccc(F)cc1
    0	0	0	17	3	0.8	103	0	-2.0	-3
COc1ccc(N2C(=O)[C@@H]3[C@H](C2=O)[C@H](C(C)=O)N2c4ccccc4C=C[C@@H]32)cc1
    -21	-9	-2	4	-3	-0.3	.	-1	-0.7	1
C#CCN1C(=O)C(O)(CC(=O)/C=C/c2ccco2)c2ccccc21 (centres undefined)
    -23	2	-3	3	-5	5.0	103	3	-2.3	1
CC(=O)Nc1cc2c(cc1NC(=O)Cn1nnc(-c3ccc(C)o3)n1)OCCO2
    -5	-2	-6	6	3	-0.5	95	0	.	4
CC1Cc2ccccc2N1C(=O)CSc1nnc2sc3ccccc3n12 (centres undefined)
    0	0	-6	-7	-3	0.3	109	-4	0.4	-1

# (further entries)
smiles	Cardiac RTF inh	V-ATPase pHluor	CAL PDZ FP-1	Arrestin-AP2 inh	Keap1-Nrf2 PPI	LANA DNA inh	Pemphigus Ab inh	DAGLB inhibitor	CAL PDZ FP-2	NSD2 inh
COc1ccc(NC(=O)N(C)C[C@H]2Oc3ccc(NC(=O)Nc4c(C)noc4C)cc3C(=O)N([C@H](C)CO)C[C@@H]2C)cc1	-15	-1	.	-10	-3	0.8	103	-2	-1.3	.
O=C(Cn1nc(-c2ccccc2)nc1-c1ccccc1)OC1CCCCC1	-6	0	-4	3	2	1.2	105	-13	-2.7	.
COc1cc(OC)c(NC(=O)c2cc(S(=O)(=O)N3CCOCC3)cn2C)cc1Cl	0	4	-3	6	-5	0.6	101	0	0.3	.
Cc1ccc(N(CCC#N)C(=O)COC(=O)c2cc(C)oc2C)cc1	-6	0	0	2	1	0.3	111	-1	-1.5	-1
CCOc1ccc(Br)cc1S(=O)(=O)N1CCC(C(N)=O)CC1	-5	0	-5	30	-2	-4.7	96	-2	0.6	6
NS(=O)(=O)c1ccc(NC(=O)CSc2cn[nH]n2)cc1	-4	.	-2	20	-3	-0.5	102	2	-3.1	-5
CCc1ccc(NC(=O)C2CCCN(S(=O)(=O)c3ccc4c(c3)CC(C)N4C(C)=O)C2)cc1 (centres undefined)	-3	-3	-5	-2	0	-0.8	103	-2	-1.1	.
O=C(CN1CC[n+]2c(-c3cccs3)csc21)c1ccc(Br)cc1	4	0	0	-6	-2	0.2	88	-11	-2.2	1
COC(=O)c1c(C)cc(O)cc1O	-2	0	0	-2	-1	2.2	99	-1	0.9	.
CS(=O)(=O)c1cccc(C(=O)Oc2ccccc2)c1	-23	3	0	4	-7	12	98	0	-1.7	-2
O=C(NCC(=O)N1CCOCC1)c1ccc(Cl)cc1	-5	1	-2	-1	4	1.3	109	-1	-3.0	4
Cc1ccc(S(=O)(=O)N2CCC(c3nc4c(nnn4Cc4ccccc4)c(=O)[nH]3)CC2)cc1	.	-2	1	-2	-5	-0.1	104	.	-1.2	-1
CC(=O)c1ccc(CCCCc2ccc(C(C)=O)cc2)cc1	-9	-2	-1	-8	-2	0.2	117	-9	-0.4	-4
CCCCn1c(N)c(N(CC(C)C)C(=O)CSc2nnc(C)n2-c2ccccc2)c(=O)[nH]c1=O	-7	3	2	-11	-5	-3.5	107	2	0.3	0
Cc1noc(C)c1COc1cccc(C(=O)Nc2ccc3c(c2)OCO3)c1	-11	0	-2	-3	-4	-2.0	97	-1	-3.1	-1
O=[N+]([O-])c1ccc(Cc2ccccn2)cc1	1	1	-2	8	0	-0.2	.	-1	0.9	0
CCCS(=O)(=O)c1nc(S(=O)(=O)c2ccc(C)cc2)c(NCCCN2CCOCC2)s1	-5	-2	0	4	0	-0.4	103	0	-0.8	-1
O=C(NCC(=O)c1ccccc1)OCc1ccc([N+](=O)[O-])cc1	-10	-2	15	-8	-2	-0.7	110	0	0.6	-2
CCOC(=O)Nc1ccc2c(c1)ncn2C1CCCCC1	2	2	-4	1	1	1.3	104	3	-0.8	-4
Cc1ccc(NC(=O)COCC(=O)Nc2ccc(C)cc2)cc1	3	-3	-3	-3	-1	-0.8	106	-4	0.7	-2
NS(=O)(=O)c1cc2c(cc1Cl)NC(Cc1ccccc1)NS2(=O)=O (centres undefined)	-2	-2	-3	4	-2	1.1	115	-2	-0.5	-1

# Four neighbouring compounds from above, for reference:
smiles	Cardiac RTF inh	V-ATPase pHluor	CAL PDZ FP-1	Arrestin-AP2 inh	Keap1-Nrf2 PPI	LANA DNA inh	Pemphigus Ab inh	DAGLB inhibitor	CAL PDZ FP-2	NSD2 inh
O=C(NCC(=O)c1ccccc1)OCc1ccc([N+](=O)[O-])cc1	-10	-2	15	-8	-2	-0.7	110	0	0.6	-2
CCOC(=O)Nc1ccc2c(c1)ncn2C1CCCCC1	2	2	-4	1	1	1.3	104	3	-0.8	-4
Cc1ccc(NC(=O)COCC(=O)Nc2ccc(C)cc2)cc1	3	-3	-3	-3	-1	-0.8	106	-4	0.7	-2
NS(=O)(=O)c1cc2c(cc1Cl)NC(Cc1ccccc1)NS2(=O)=O (centres undefined)	-2	-2	-3	4	-2	1.1	115	-2	-0.5	-1
